Screening data deposited in PubChem by Broad Institute.
FN deposition inh – inhibitors of fibronectin matrix deposition, primary screen, AH1F cells, Alexa488-fibronectin fluorescence, plate reader; inhibition, % at 12.6 µM; AH1F fibroblasts, overnight; actives 0.086% (n = 350,000);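 active = mean inhibition across replicates of 30% or more, regardless of how many single replicates reach that level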;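 note: positive control wells lacked labelled fibronectin entirely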
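Material – AH1F fibroblast monolayer, labelled fibronectin deposition · Reagent – labelled fibronectin 24 nM · Timing – 1 h adhesion, overnight exposure · Measured by – fluorescence at 485 nm excitation, 525 nm emission · Read-out – inhibition of fibronectin deposition signal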
PglD inh – C. jejuni PglD acetyltransferase inhibitors, primary screen, biochemical, DTNB colorimetric, single point. actives 0.098% (n = 360,000). inhibition, % at 12.5 µM. purified PglD enzyme, DTNB colorimetric CoA detection. UDP-N-acetylbacillosamine N-acetyltransferase PglD (Campylobacter jejuni); in the data active = inhibition above about 16%, passing the limit was not always enough; note: strong numbers were not always called active
PGC1a acetyl inh – inhibitors of PGC1a acetylation signal, primary screen, cell-based, U2OS, AlphaScreen, inhibitor mode; AlphaScreen anti-acetyl-lysine; with virally co-expressed GCN5 acetyltransferase; inhibition, % at 15.6 µM; actives 0.17% (n = 350,000);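 active = every replicate shows inhibition of at least 40%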;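 note: 0% = neutral control wells and 100% = positive control wells; some results beyond the cut were filed as inactive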
Numbers without * were called inactive. This is a subset; the hit share may differ from the screen's.

SMILES	FN deposition inh	PglD inh	PGC1a acetyl inh
CCC(NC(=O)Nc1cc(OC)c(OC)c(OC)c1)(C(F)(F)F)C(F)(F)F	-17.2	0.6	2.1
Cc1ccc(C(=O)N2CCN(Cc3ccc4c(c3)OCO4)CC2)o1	-9.3	2.6	-5.9
Cc1ccc(S(=O)(=O)Oc2ccc(/C=C3\N=C(c4cccc(C)c4)OC3=O)cc2)cc1	-8.7	-1.6	-1.0
COC(=O)c1c(S(N)(=O)=O)c2ccccc2n1C	-6.5	-7.6	-5.9
O=C1C(C=NCCCn2ccnc2)=C(O)c2ccccc21	7.4	-1.2	3.6
Cc1ccccc1Cn1cc(S(=O)(=O)CC(=O)N2CCCCC2)c2ccccc21	0.9	5.2	7.0
CCOC(=O)C(C)On1c(SC(C)C(=O)OCC)nc2ccccc2c1=O (configuration not stated)	3.5	-2.4	-4.0
Clc1cccc(Cl)c1Cn1cnc2c(N3CCCCCC3)ncnc21	-9.8	-1.7	6.7
c1cnn(-c2cc(N3CCOCC3)ncn2)c1	-2.3	-2.2	-12.4
N#CCc1nnc2n1-c1ccccc1CCC2	-15.6	-6.4	-1.9
COc1cc(NC(=O)CN2C(=O)NC(C)(CC(C)C)C2=O)cc(OC)c1 (configuration not stated)	8.8	-3.1	6.0
Cc1onc(-c2ccccc2)c1C(=O)Nc1ccc(S(=O)(=O)NC2=NCCCCC2)cc1	13.8	-4.5	-1.7
Cc1cc2oc(C(=O)N(Cc3ccccc3)C3CCS(=O)(=O)C3)cc(=O)c2cc1Cl (configuration not stated)	-8.0	4.0	5.0
CSc1nc(-c2ccccc2)nc(SC)c1C(C)=O	14.0	-3.8	6.7
CC(CCO)Nc1nc2c([nH]1)c(=O)n(C)c(=O)n2C (configuration not stated)	2.4	4.0	6.0
CCOC(=O)c1c(C)oc2cc(Br)c(OC)cc12	6.3	-3.7	11.2
C=CCn1c(SCC(=O)NC(=O)NCC(C)C)nnc1C1CCCCC1	-19.2	-1.7	-5.5
C/C(Nc1ccc(Cl)cc1)=C(/C#N)C(N)=O	-4.6	-3.2	2.5
COc1cccc(C(=O)NC2CCSC2=O)c1 (configuration not stated)	0.8	2.0	-4.1
C=CCNS(=O)(=O)c1sccc1/C=N/O	-10.4	-1.3	1.1
CCOC(=O)c1cnn(-c2c(Cc3ccccc3)c(C)nc3c(-c4ccccc4)c(C)nn23)c1N	0.6	8.4	-1.8
C=CCOC(=O)Nc1ccc(Cl)cc1NC(=O)OCC=C	-2.6	-4.1	-10.5
Cc1cc(C)nc(SCc2nnc(SCC(=O)Nc3ccccc3C)n2Cc2ccco2)n1	-4.7	-1.7	-1.1
CC(C)c1[nH]nc2c1C(c1cccs1)C(C#N)=C(N)O2 (configuration not stated)	2.4	-2.9	16.4
COC(=O)c1[nH]c2ccc(C)cc2c1NC(=O)Oc1ccccc1	0.8	-2.2	0.5
COC(=O)c1cc2occc2n1CC(=O)Nc1ccc(C)cc1C	15.3	-3.8	-17.6
CCOC(=O)C(=CNc1cc(C)ccc1C)C(=O)OCC	-4.9	-5.4	5.4
CCCc1cc(=O)[nH]c(SCc2ccccc2Cl)n1	1.6	-6.6	4.9
CC(C)COC(=O)c1cccc2c1-c1ccccc1/C2=N\O	-27.9	4.5	-4.4
Cc1cc(=O)oc2cc(OCC(O)CN3CCN(c4ccc(F)cc4)CC3)ccc12 (configuration not stated)	-11.7	1.2	5.3
CC(=O)Nc1ccc(S(=O)(=O)NC(CC(=O)NCCc2ccccc2)C(C)C)cc1 (configuration not stated)	6.1	2.0	-5.8
O=C(NCc1ccc(Cl)cc1)c1cc(-c2cccs2)on1	0.5	1.4	-9.9
CCn1c(NCc2ccco2)nc2c1c(=O)n(C)c(=O)n2C	-7.8	-1.0	8.5
CN1CCN(C(=O)c2ccc(-n3cccc3)cc2)CC1	1.1	-2.1	-14.9
O=C(O)C1C2C=CC3(CN(Cc4ccncc4)C(=O)C13)O2 (configuration not stated)	-4.6	3.8	4.2
CCN(CC)C(=O)C1CC(c2ccc(OC)cc2)=NO1 (configuration not stated)	3.3	-9.1	4.2
COc1ccc(CCNC(=O)CSc2nc(O)c(CCC(C)C)c(=O)[nH]2)cc1OC	-2.5	7.9	-11.7
Cc1nnc(NC(=O)CSc2nc(C(C)C)nc3sc(C)c(C)c23)s1	-6.4	2.4	9.9
COc1ccc(C)cc1S(=O)(=O)N(C)CC(=O)N1CCCCCC1	10.0	-1.9	7.7
CCCn1c(=S)[nH]c2cc(C(=O)N3CCN(c4ccccc4OC)CC3)ccc2c1=O	-4.4	-0.4	3.3
COc1ccc(C(=O)Cn2c(Br)nc3c2c(=O)n(C)c(=O)n3C)cc1OC	1.0	-8.0	-1.6
O=C(c1ccccc1)N1CCn2c(nc3ccccc32)C1	-20.3	-1.2	1.4
Cn1c(=O)cc(OCCCC(=O)Nc2cccnc2)c2ccccc21	14.4	6.4	-8.8
Cc1cc(C)c(OC2(c3ccccc3)OC(=O)c3ccccc32)c(C)c1 (configuration not stated)	-6.2	9.1	-49.8
CCCCC1(C)Cc2ccccc2C(=S)N1 (configuration not stated)	5.2	-2.4	-3.2

Record cards (already shown). Screens in order: FN deposition inh | PglD inh | PGC1a acetyl inh
`CCCCC1(C)Cc2ccccc2C(=S)N1` (configuration not stated) is listed with 5.2 | -2.4 | -3.2
`Cn1c(=O)cc(OCCCC(=O)Nc2cccnc2)c2ccccc21` is listed with 14.4 | 6.4 | -8.8
`Cc1nnc(NC(=O)CSc2nc(C(C)C)nc3sc(C)c(C)c23)s1` is listed with -6.4 | 2.4 | 9.9
`COc1ccc(C)cc1S(=O)(=O)N(C)CC(=O)N1CCCCCC1` is listed with 10.0 | -1.9 | 7.7
`CCn1c(NCc2ccco2)nc2c1c(=O)n(C)c(=O)n2C` is listed with -7.8 | -1.0 | 8.5

(list continues)
SMILES	FN deposition inh	PglD inh	PGC1a acetyl inh
COCCNC(=O)C(c1ccco1)N(C(=O)Cn1nnc2ccccc21)c1cccc(C)c1C (configuration not stated)	-12.0	-5.9	-3.3
O=C(Nc1nccc(-c2cccs2)n1)c1ccccc1Cl	-1.1	1.7	-0.7
Cn1cc(C(=O)c2ccc(Cl)cc2Cl)cc1C(=O)O	-19.5	-3.1	-5.5
C1=Nc2c(Nc3ccccc3)ncnc2Oc2ccccc21	8.9	2.0	3.9
c1ccc2c(CSCc3nc4ccccc4[nH]3)cccc2c1	9.0	1.8	-1.6
Cc1ccc(S(=O)(=O)CC(O)CN2CCCC2=O)cc1 (configuration not stated)	-12.4	3.2	-14.6
CCCCOC(=O)C1=C(C)Nc2ncnn2C1c1cccc(OC)c1OC (configuration not stated)	10.6	-4.4	-12.4
COc1ccc(N(C(=O)c2ccc(S(=O)(=O)N3CCOCC3)cc2)C2C=CS(=O)(=O)C2)cc1 (configuration not stated)	8.2	3.0	1.1
Cc1ccc(-n2c(SCC(=O)NCc3ccco3)nc3sc(C)c(C)c3c2=O)cc1	21.8	-5.0	4.7
CCOC(=O)Cc1csc(SCC(=O)/C(C#N)=C(\C)N)n1	14.7	-1.0	-6.1
Cc1ccc(Cn2c(NS(=O)(=O)c3ccccc3)nc3ccccc32)cc1	-3.0	-1.2	7.0
CCOC(=O)CSc1nc2ccccc2c(=O)n1CC1COc2ccccc2O1 (configuration not stated)	-2.3	2.0	1.4
CCOC(=O)c1c(NC(=O)Cn2nc([N+](=O)[O-])c(Br)c2C)sc2c1CCC(C)C2 (configuration not stated)	-4.1	7.5	4.6
O=C(Nc1nccs1)c1cccc(NC(=O)C2CC2)c1	-4.1	4.1	-25.1
COCCNC(=O)CN(c1cccc(OC)c1)S(=O)(=O)c1ccc(C)cc1	3.0	-5.7	-2.2

Fetched one by one from the entries so far:
SMILES	FN deposition inh	PglD inh	PGC1a acetyl inh
Cc1ccc(Cn2c(NS(=O)(=O)c3ccccc3)nc3ccccc32)cc1	-3.0	-1.2	7.0
COCCNC(=O)CN(c1cccc(OC)c1)S(=O)(=O)c1ccc(C)cc1	3.0	-5.7	-2.2
Cn1cc(C(=O)c2ccc(Cl)cc2Cl)cc1C(=O)O	-19.5	-3.1	-5.5
c1ccc2c(CSCc3nc4ccccc4[nH]3)cccc2c1	9.0	1.8	-1.6

(next part)
SMILES	FN deposition inh	PglD inh	PGC1a acetyl inh
O=C1CC(N2CCC(c3nc4ccccc4s3)CC2)C(=O)N1Cc1ccccc1 (configuration not stated)	-5.5	-2.1	0.3
CCOC(=O)c1c(C)nc(-c2ccccc2)nc1NC(=O)C(C)C	5.6	-0.3	3.5
O=C(Nc1ccc(Nc2ccccc2)cc1)N1CCOCC1	-1.8	-5.6	-5.4
Cc1onc(-c2c(Cl)cccc2Cl)c1C(=O)N1C=CC(C(F)(F)F)=NCC1	-0.3	3.2	-0.5
CCOC(=O)N1CCN(C(=O)c2ccc3nc4ccc(Cl)cc4c(=O)n3c2)CC1	7.5	3.5	11.5
Cc1ccc(C)c(-n2c(N)c(C(N)=O)sc2=S)c1	-3.6	3.8	-4.2
COC(=O)COC(=O)CC(CC(N)=O)c1ccccc1 (configuration not stated)	-1.4	0.9	-8.6
CCCCOc1ccc(S(=O)(=O)NNC(=O)C2Cc3c(ccc4ccccc34)O2)cc1 (configuration not stated)	25.1	-0.2	-12.2
CCOc1ccccc1NC(=O)C1C2C=CC(C2)C1C(=O)O (configuration not stated)	0.8	-2.8	-1.5
COc1ccc(-n2nnnc2SCC(=O)N2CCCC2)cc1OC	-0.7	-1.1	0.9
O=C(NCc1nc(-c2ccccc2)no1)c1ccc(Br)o1	3.6	4.5	3.6
O=C(CCN1C(=O)C2C3C=CC(C4CC34)C2C1=O)Oc1cccc2cccnc12 (configuration not stated)	0.8	-7.4	-10.9
CCn1c(SCC(=O)NCC(=O)Nc2ccc(F)cc2)nnc1-c1cccs1	0.3	-7.0	-2.1
CCN(CC)c1nc(N(CC)CC)[nH]c(=O)n1	-0.6	-7.3	3.0
O=C(CSc1nc2c(c(=O)n1-c1ccc(Cl)cc1)SCC2)NCC1CCCO1 (configuration not stated)	0.0	1.4	-10.3
Cn1c(=O)oc2cc(S(=O)(=O)NCCC(=O)Nc3ccc4c(c3)OCCO4)ccc21	1.6	-2.3	5.7
COc1cc(NC(=O)CSc2nc3ccccc3cc2Cc2ccccc2)cc(OC)c1	-8.0	-0.3	-13.4
CC(C)COn1c(=S)[nH]c2ccccc2c1=O	-14.1	6.2	-3.4
Cc1nc2ccccc2c(=O)n1NC(=O)c1ccc(F)cc1Cl	8.6	0.9	-9.9
O=C(Nc1ccccc1)C1CCCCC1	20.2	7.6	4.9
Oc1ccccc1C1=Nc2ccccc2N=C(c2ccco2)C1	1.4	-4.1	-54.9
CC1CC(C)CN(CCC(=O)Nc2cccc(Cl)c2)C1 (configuration not stated)	-14.5	2.7	-0.8
Cc1ccccc1-c1noc(C23CC4CC(CC(C4)C2)C3)n1	-1.2	-0.3	3.7
COc1ccc(C2=NOC(C(=O)Nc3ccc(C)cc3)C2)cc1OC (configuration not stated)	15.9	-1.3	-19.3
Cc1nc2ccccc2c(=O)n1NC(=O)c1c(O)c2c(n(CC(C)C)c1=O)CCCC2	-12.7	2.0	13.1
CCOc1ccc(C2C(C#N)=C(C)NC3=C2C(=O)c2ccccc23)cc1 (configuration not stated)	1.7	7.5	-4.5
COC(=O)c1[nH]c2cc(OC)ccc2c1NC(=O)CCN1CCN(c2ccccc2)CC1	1.8	-1.9	-15.3
Cc1nc2cc(C(F)(F)F)ccc2n1C1CCN(CC(=O)NC(C)(C)C)CC1	-2.2	5.8	-8.3
O=C(CCNS(=O)(=O)c1cccs1)NCc1ccco1	3.6	0.2	-6.4
COc1ccc(/C=N/N=C/c2ccc(OC)c(O)c2)cc1O	-21.1	0.4	11.1
O=C(O)C(=O)/C(=C\c1cccc2ccccc12)c1ccc2ccccc2n1	7.7	0.8	6.9
N#C/C(=C\c1ccc(OCc2ccccc2)cc1)C(=O)Nc1nc2c(s1)CCN(Cc1ccccc1)C2	7.9	5.8	-2.3
CCCn1c(SCC(=O)Nc2nc3ccccc3s2)nc2c1c(=O)n(C)c(=O)n2C	12.2	-3.7	-23.4
Cc1cc(C)c2c(C)c(C(=O)NCc3ccncc3)oc2c1	14.0	-2.4	-6.6
CC(=O)Nc1ccc(NC(=O)CSCCc2ccccn2)cc1	3.6	-8.0	38.9
O=C1c2ccccc2-c2ccc(C(=O)N3CCOCC3)cc21	-25.7	-0.3	-0.7
O=C(NC1CCCCC1)NC1(C(=O)N2CCN3CCCC3C2)CCCCC1 (configuration not stated)	2.9	14.1	-5.4
O=C(NCc1cccs1)C1CCN(S(=O)(=O)c2ccc3c(c2)OCCO3)CC1	-2.2	0.9	1.5
